# p53null 39C kill = selectivity test: cytotoxicity in p53 null cells, nonpermissive temperature; Potency, µM (highest dose often 46.1 µM), for inactives: at the top dose activity, negative = cell killing, usual class: cytotoxic; H1299 p53-null (neo) cells, 39C, ATPlite viability, 24 h; hit rate 0.97% among 55,000; AID 904;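 note: potency is the fitted concentration of half-maximal effect; 0% = DMSO only and -100% = full killing by 100 µM tamoxifen; nearly all actives have a fitted effect of over 50% in size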
#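 Temperature-shift cytotoxicity format: compound titrations on p53-null or A138V-expressing H1299 cells held 24 hr at 39C, cell ATP then measured, AC50 from Hill model.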
# FH mod = Identification of activators of human fumarate hydratase by quantitative high-throughput screening | hit rate 0.22% among 54,000 | FH coupled MDH/diaphorase resazurin fluorescence, 15 min | Potency, µM (top dose mostly 79.9 µM), for inactives: at the top dose activity change, negative = inhibition, actives largely listed as inhibitors | AID 1347055, 2019; note: potency is the fitted concentration of half-maximal effect; % is set by controls: 0 for no effect and ±100 for the full control effect; the screen sought activators but most active calls are inhibition curves; nearly all actives have a fitted effect of over 45% in size
# GALK inhibitor = inhibits human galactokinase; P51570; recombinant GALK, Kinase-Glo ATP luminescence, 1 h; Potency, µM (doses to about 57.5 µM), for the others: at the highest dose activity, negative = inhibition, usual class: inhibitors; 44,000 tested, under 10 active; AID 1347072;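 note: plate controls were full GALK reaction for no effect and reaction lacking GALK for full effect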
#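 Reactions with and without enzyme served as controls. GALK at 5 nM phosphorylates 100 uM galactose using 35 uM ATP (HEPES pH 8.0, Mg2+) for 1 h at RT, with luminescence read 10 min after adding Kinase-Glo Plus.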
# TSG101-PTAP inh = TSG101-PTAP interaction inhibition, HIV-1 budding; Potency, µM (doses to about 115 µM), for inactives: at the highest dose activity change, negative = inhibition, usual class: inhibitors; Fluorescence polarization, FITC-PTAP peptide/Tsg101, 20 min; 44,000 tested, under 10 active; Q99816; note: potency is the fitted concentration of half-maximal effect; 0% is about no effect
# Target sequence (Q99816 whole entry, looked up): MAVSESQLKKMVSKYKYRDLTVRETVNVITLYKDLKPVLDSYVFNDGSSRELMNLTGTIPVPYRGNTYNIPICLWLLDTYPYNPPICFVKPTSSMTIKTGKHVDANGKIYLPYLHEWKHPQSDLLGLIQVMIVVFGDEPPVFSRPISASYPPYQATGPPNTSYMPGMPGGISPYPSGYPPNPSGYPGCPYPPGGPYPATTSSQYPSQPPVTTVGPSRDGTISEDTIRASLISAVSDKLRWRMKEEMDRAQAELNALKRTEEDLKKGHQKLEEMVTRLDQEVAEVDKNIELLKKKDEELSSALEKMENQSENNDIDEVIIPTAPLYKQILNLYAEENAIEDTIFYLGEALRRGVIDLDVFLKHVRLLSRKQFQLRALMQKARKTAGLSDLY
#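 Fluorescence polarization: Tsg101 binding domain (10 uM final) in 10 mM HEPES pH 7.5, 0.15 M NaCl, 0.01% Tween 20, 3 mM EDTA, 0.1 mM TCEP; compounds pinned; FITC-PTAP peptide 50 nM final; 20 min, r.t.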
# B2AR arrestin ag = agonists recruiting beta-arrestin to human beta2-adrenergic receptor; P07550; HTLA Tango cells, beta-arrestin recruitment, luciferase luminescence, 18 h; Potency, µM (top dose mostly 46.1 µM), inactives show at the top dose activation, usual class: activators; 44,000 tested, under 10 active; AID 1347077;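 note: potency is the fitted concentration of half-maximal effect; 0% = DMSO and full agonism = EC100 isoproterenol or metaproterenol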
# Target sequence (P07550 whole entry, looked up): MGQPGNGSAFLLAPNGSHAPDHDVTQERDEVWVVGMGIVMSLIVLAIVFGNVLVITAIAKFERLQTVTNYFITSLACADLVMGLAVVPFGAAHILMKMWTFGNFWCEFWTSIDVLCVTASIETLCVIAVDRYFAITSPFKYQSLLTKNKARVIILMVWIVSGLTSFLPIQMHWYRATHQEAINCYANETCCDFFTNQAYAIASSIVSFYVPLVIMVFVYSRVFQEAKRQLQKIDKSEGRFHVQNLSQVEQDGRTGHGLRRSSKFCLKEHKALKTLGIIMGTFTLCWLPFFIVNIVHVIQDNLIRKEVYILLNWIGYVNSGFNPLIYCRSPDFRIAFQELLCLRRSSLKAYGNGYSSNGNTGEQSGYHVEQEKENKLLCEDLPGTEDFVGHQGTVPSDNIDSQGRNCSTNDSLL
#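 Tango cells expressing recombinant beta2-AR and beta-arrestin were treated with compounds (up to 46 microM titration) in DMEM with 1% FBS for 18 hr at 37 degrees C. Beta-arrestin recruitment drove tTA-dependent luciferase, read by luminescence; curves were fitted and classed.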
# NTMT1 inh = NTMT1 methyltransferase inhibition. Potency, µM (series often up to 114 µM), for inactives: top-dose activity change, negative = inhibition, hits mostly inhibitors. NTMT1 MTase-Glo SAH luminescence, purified enzyme. Q9BV86. hit rate 2.5% among 59,000;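 note: potency is the fitted concentration of half-maximal effect; plate controls were DMSO vehicle for no effect and no enzyme for full effect; nearly all actives have a fitted effect of over 65% in size; many of its hits are not listed in these tables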
# Target sequence (Q9BV86 whole entry, looked up): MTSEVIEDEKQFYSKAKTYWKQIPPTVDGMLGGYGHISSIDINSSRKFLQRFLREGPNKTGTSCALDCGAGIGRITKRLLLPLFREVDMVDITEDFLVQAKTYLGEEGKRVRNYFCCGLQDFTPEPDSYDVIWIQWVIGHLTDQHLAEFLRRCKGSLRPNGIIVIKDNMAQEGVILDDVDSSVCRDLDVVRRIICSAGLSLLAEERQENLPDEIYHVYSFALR
# p53null 32C kill = kills p53 null cells at the permissive temperature. H1299-neo p53 null cells, ATP luminescence, 24 h, 32C. Potency, µM (top dose mostly 46.1 µM), for the others: top-dose activity change, negative = cytotoxicity, most hits filed as cytotoxic. hit rate 0.62% among 55,000. AID 903;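 note: potency is the fitted concentration of half-maximal effect; 0% = DMSO only and -100% = full killing by 100 µM tamoxifen; nearly all actives have a fitted effect of over 55% in size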
#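 Luminescent ATP readout gave cell viability of p53-null H1299-neo cells after a 24 h compound exposure at the permissive 32C. Titrations ran up to 46 uM, and AC50s were fitted with the standard Hill equation.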
# * marks the source's active call; other numbers are inactive results; ? = inconclusive; · = not tested or not shown; [ ] = dose if it differs, or a comment. Calls come from the whole dose curve; as a rule, active = well fitted curve in the direction sought with a large enough effect; inconclusive = small, poorly fitted or top-dose-only effect, or another doubt; inactive = no such curve, though single readings can be large; an effect the other way counts as inactive or inconclusive.
No.	SMILES	p53null 39C kill	FH mod	GALK inhibitor	TSG101-PTAP inh
1	CCc1ccc(-n2c3nc(=O)[nH]c(=O)c-3cc3c(C)nn(-c4ccccc4)c32)cc1	-2%	2%	-1%	-1%
2	Cc1ccc(C)c(NC(=O)Cn2cnc3c(oc4ccccc43)c2=O)c1	-11%	-2%	2%	1%
3	COc1ccc(-c2onc(C)c2C)cc1S(=O)(=O)Nc1cccc(C#N)c1	?	-8%	-1%	3%
4	COc1cccc(CC(=O)Nc2ccc3nc(N4CCC(C)CC4)cc(C)c3c2)c1	13%	-21%	0%	3%
5	O=C(CCCn1c(=O)c2ccccc2n(CC(=O)Nc2ccc(F)cc2F)c1=O)NCc1ccccc1Cl	-28%	-4%	-11%	-3%
6	COc1cc(NC(=O)CCc2c(C)nc3nc(-c4cc(OC)cc(OC)c4)nn3c2C)cc(OC)c1	-10%	?	-1%	-3%
7	Cc1ccc(-c2cc(C(=O)N3CCN(c4ccccc4)CC3)c3ccccc3n2)cc1C	?	-11%	0%	1%
8	CN1C(=O)C2(c3ccccc31)N(c1cccc(C(F)(F)F)c1)C(=O)CS2(=O)=O (configuration not stated)	-7%	-3%	0%	-16%

No.	B2AR arrestin ag	NTMT1 inh	p53null 32C kill
1	1%	11%	5%
2	2%	?	9%
3	0%	14%	15%
4	-2%	10%	3%
5	-1%	2%	-6%
6	1%	-7%	-2%
7	0%	?	13µM*
8	0%	22%	-7%

# More records.
No.	SMILES	p53null 39C kill	FH mod	GALK inhibitor	TSG101-PTAP inh
9	CCNc1nc2c(c(=O)n(C)c(=O)n2C)n1CC(O)COc1ccccc1 (configuration not stated)	4%	-11%	5%	-4%
10	Cc1ccc(C(=O)c2cn(CC(=O)Nc3ccc(C(C)C)cc3)c3nc(C)ccc3c2=O)cc1	-14%	4%	-2%	3%
11	O=C(CSc1nc(=O)n(Cc2ccco2)c2c1CCC2)NCc1ccccc1Cl	2%	-9%	-2%	-2%
12	CCOc1ccccc1NC(=O)Nc1nnc(N(C)Cc2ccccc2)s1	0%	7%	-12%	-7%
13	O=C(CSc1nc2ccccc2n1Cc1cccc(F)c1)N1CCN(c2ccc(F)cc2)CC1	-16%	-4%	-10%	-8%
14	CC(C)c1cnc2c(c1SCC(=O)NC(C)(C)C)c(=O)n(C)c(=O)n2C	-4%	-6%	-1%	1%
15	Cc1ccc(-c2nc3c4ccccc4n(CC(=O)NCc4ccc(F)cc4)c(=O)n3n2)cc1	4%	-17%	4%	-1%
16	COc1ccc(-c2cccc(NS(=O)(=O)c3cc(C)c(OC)c(C)c3C)c2)nn1	0%	?	-1%	-4%

No.	B2AR arrestin ag	NTMT1 inh	p53null 32C kill
9	1%	15%	3%
10	0%	?	4%
11	-1%	-1%	4%
12	-3%	7%	7%
13	0%	10%	-5%
14	-1%	-6%	20%
15	-3%	-8%	-12%
16	1%	?	21%

# Following part
No.	SMILES	p53null 39C kill	FH mod	GALK inhibitor	TSG101-PTAP inh
17	Cn1c(=O)oc2cc(S(=O)(=O)CCC(=O)NCc3ccccc3)ccc21	-2%	?	1%	-5%
18	COc1ccc(NC(=O)Nc2nnc(N(C)C3CCCCC3)s2)c(OC)c1	11%	?	-2%	2%
19	Cc1ccc(C)c(NC(=O)CCCN2C(=O)COc3ccc(C)cc32)c1	-1%	-21%	3%	0%
20	Cc1cc2oc3c(c(=O)c2cc1C)C1(C(=O)N(C)c2ccccc21)N(CCO)C3=O (configuration not stated)	10%	-19%	-3%	-4%
21	CC(=O)c1cccc(NC(=O)c2cc3nc(-c4ccc(Br)cc4)cc(C(F)(F)F)n3n2)c1	8%	-23%	-1%	2%
22	Cc1nc2nc(NCc3cccc(Cl)c3)[nH]n2c(=O)c1Cc1ccccc1	?	1%	3%	3%
23	O=C(Nc1nc2ccccc2n1CCOc1ccccc1Cl)c1ccccc1	-19%	9%	2%	0%
24	COc1ccc(CNC(=O)COCc2cc(-c3ccc4c(c3)OCO4)on2)cc1	0%	-26%	0%	0%

No.	B2AR arrestin ag	NTMT1 inh	p53null 32C kill
17	0%	16%	-2%
18	-2%	-2%	6%
19	-2%	-5%	-6%
20	0%	-4%	0%
21	1%	7%	-3%
22	1%	3%	-8%
23	1%	18%	-12%
24	0%	8%	-3%

# As entered above.
# entry 22 @ B2AR arrestin ag = 1%
# entry 20 @ GALK inhibitor = -3%
# entry 23 @ NTMT1 inh = 18%
# entry 24 @ FH mod = -26%

# By substructure, those above containing an aryl methoxy group
No.	SMILES	p53null 39C kill	FH mod	GALK inhibitor	TSG101-PTAP inh
3	COc1ccc(-c2onc(C)c2C)cc1S(=O)(=O)Nc1cccc(C#N)c1	?	-8%	-1%	3%
4	COc1cccc(CC(=O)Nc2ccc3nc(N4CCC(C)CC4)cc(C)c3c2)c1	13%	-21%	0%	3%
6	COc1cc(NC(=O)CCc2c(C)nc3nc(-c4cc(OC)cc(OC)c4)nn3c2C)cc(OC)c1	-10%	?	-1%	-3%
16	COc1ccc(-c2cccc(NS(=O)(=O)c3cc(C)c(OC)c(C)c3C)c2)nn1	0%	?	-1%	-4%
18	COc1ccc(NC(=O)Nc2nnc(N(C)C3CCCCC3)s2)c(OC)c1	11%	?	-2%	2%
24	COc1ccc(CNC(=O)COCc2cc(-c3ccc4c(c3)OCO4)on2)cc1	0%	-26%	0%	0%

No.	B2AR arrestin ag	NTMT1 inh	p53null 32C kill
3	0%	14%	15%
4	-2%	10%	3%
6	1%	-7%	-2%
16	1%	?	21%
18	-2%	-2%	6%
24	0%	8%	-3%

# (listing goes on)
No.	SMILES	p53null 39C kill	FH mod	GALK inhibitor	TSG101-PTAP inh
25	Cc1ccc2nc(CN3CCN(S(=O)(=O)c4ccc(F)cc4)CC3)oc2c1	8%	-10%	4%	-4%
26	Cc1nc2nc(-c3ccc(Cl)cc3Cl)nn2c(C)c1CCC(=O)Nc1ccc(F)cc1	-21%	8%	-2%	-7%
27	N#Cc1ccc(-c2cccs2)nc1SCC(=O)Nc1cccc(C(F)(F)F)c1	?	-7%	-4%	18%
28	Cc1ccc(NC(=O)CN2CCN(C3CCCCC3)C(=O)C2=O)cc1	8%	-12%	-3%	-1%
29	COc1ccc(OC)c(CCNC(=O)c2nc(-c3ccc(Cl)cc3)n3c2CCCCC3)c1	40%[activator]	?	-2%	-2%
30	Cc1ccc(NC(=O)c2c(C)oc3nc(C)nc(N4CCCC4)c23)c(C)c1	-9%	0%	-2%	-8%
31	O=C(CCn1cccn1)NCc1ccc(Cl)cc1	-9%	-17%	2%	-3%
32	CC(=O)c1ccc(C(=O)N(Cc2cccnc2)c2nc3c(Cl)cccc3s2)cc1	41%[activator]	-23%	1%	-4%

No.	B2AR arrestin ag	NTMT1 inh	p53null 32C kill
25	-1%	4%	-1%
26	-3%	4%	-9%
27	0%	6%	-30%
28	0%	7%	-5%
29	-1%	6%	13%
30	2%	12%	2%
31	-1%	2%	7%
32	-2%	?	38%[activator]

# Next entries.
No.	SMILES	p53null 39C kill	FH mod	GALK inhibitor	TSG101-PTAP inh
33	O=C(NCCC1=CCCCC1)c1ccc2c(c1)N(Cc1ccc(Cl)cc1)C(=O)c1ccccc1S2(=O)=O	-12%	-8%	0%	-4%
34	COCC(C)NC(=O)c1cc2c(=O)n3cccc(C)c3nc2s1 (configuration not stated)	-24%	-7%	7%	-14%
35	Cc1cccc(CSc2nc3c(c(=O)[nH]2)C(c2cccc(O)c2)CC(=O)N3)c1 (configuration not stated)	-1%	-3%	?	-3%
36	CCOc1ccc(CCNC(=O)CN2N=C(c3ccccc3)CCC2=O)cc1OCC	11%	-1%	-1%	-6%
37	Fc1ccc(-c2cc(-c3ccccc3)c3c(n2)-c2ccccc2OC3)cc1	·	-1%	-3%	-3%
38	CCc1ccc(OCCSc2nc3ccccc3n2CC(=O)N2CCCCC2)cc1	-1%	-16%	-10%	-11%
39	O=c1cc(CSc2ncn[nH]2)[nH]c2c(Cl)cccc12	43%[activator]	-1%	1%	-1%
40	COc1cc(NC(=O)Cn2nnnc2-c2ccccc2F)cc(OC)c1OC	3%	4%	1%	-1%

No.	B2AR arrestin ag	NTMT1 inh	p53null 32C kill
33	-2%	-12%	2%
34	1%	-17%	4%
35	-4%	-1%	14%
36	1%	?	-4%
37	1%	6%	·
38	-3%	10%	-4%
39	-1%	-4%	23%
40	-2%	0%	-5%

# Next results follow.
No.	SMILES	p53null 39C kill	FH mod	GALK inhibitor	TSG101-PTAP inh
41	CN(c1nnc(NC(=O)Nc2ccccc2C(F)(F)F)s1)C1CCCCC1	-8%	-2%	3%	-1%
42	O=C(Cn1c(=O)n(-c2ccccc2)c(=O)c2sc3ccccc3c21)NC1CCCC1	?	-17%	2%	0%
43	O=C(NCCCN1CCN(c2ccc(F)cc2)CC1)c1cc2c(s1)-c1ccccc1OC2	?	?	4%	-3%
44	COc1ccc(-c2cc(C(F)(F)F)nc(SCC(=O)N(C)Cc3ccccc3)n2)cc1OC	-4%	-18%	1%	-6%
45	CCCNC(=O)c1cnc2sc(N3CCCCCC3)nn2c1=O	-5%	-8%	2%	-1%
46	CC1=C(C(=O)NCc2ccccc2Cl)C2(CCCCCC2)OC1=O	-13%	-25%	6%	-1%
47	COc1ccc(-n2nnc(C(=O)Nc3ccccc3F)c2N)cc1	-15%	11%	8%	2%
48	COc1ccc(Nc2cc(C(=O)NCc3ccccc3)c3ccccc3n2)cc1OC	-18%	0%	2%	0%

No.	B2AR arrestin ag	NTMT1 inh	p53null 32C kill
41	-3%	-16%	-10%
42	7%	?	-11%
43	0%	-1%	?
44	1%	8%	7%
45	3%	-2%	5%
46	0%	9%	-5%
47	1%	-2%	-2%
48	0%	0%	6%

# New compounds follow:
No.	SMILES	p53null 39C kill	FH mod	GALK inhibitor	TSG101-PTAP inh
49	Cc1nc(N2CCCC2)ncc1C(=O)NCc1ccccc1Cl	-12%	12%	2%	-2%
50	COc1ccc2c(CNCc3cccs3)c(C(=O)O)n(Cc3ccccc3)c2c1	-20%	-18%	0%	0%
51	CCOc1ccc(CC(=O)Nc2c(C(=O)Nc3ccc(OC)cc3OC)oc3ccccc23)cc1	-9%	-4%	7%	0%
52	N#Cc1c(-n2ncnc2-c2cccc(Br)c2)sc2c1CCCCC2	-10%	-10%	-2%	-16%
53	Cc1ccc(-n2c(=O)c3ccc(C(=O)NCc4ccccc4Cl)cc3n(CC(N)=O)c2=O)cc1	?	13%	0%	4%
54	CN(C(=O)c1ccc2c(c1)N(Cc1ccccc1F)C(=O)c1ccccc1S2)C1CCCCC1	2%	?	1%	0%

No.	B2AR arrestin ag	NTMT1 inh	p53null 32C kill
49	1%	-3%	-6%
50	0%	-2%	-7%
51	0%	?	-5%
52	0%	?	1%
53	0%	3%	?
54	-1%	-3%	34%[activator]

# Screens as filed in PubChem BioAssay.

# Some of the compounds tested. The share of hits here may be higher or lower than overall.
